# Assay outcomes from PubChem BioAssay.
# MEKK2wt PB1 HTS: raises or lowers MEK5 binding to wildtype human MEKK2 PB1 domain | actives 1.1% (n = 290,000) | binding response (% of control), % at 10 µM | AID 1531 | bead flow cytometry, Alexa488-MEK5 binding to MEKK2 WT; actives lie on both sides; in the data active = binding response below about 67% or above about 130%
# MEKK2 mut-MEK5: signal of MEK5 binding to mutant human MEKK2 PB1 domain; bead flow cytometry, Alexa488-MEK5 binding to MEKK2 mutant; percent response, % at 10 µM; actives 0.35% (n = 290,000); in the data active = percent response above about 24%, passing the limit was not always enough; note: inactives centre near 1; some results filed as inactive read as strong as hits; reference of the scale not given here
# NALP1 yeast inh: blocks the NALP1 inflammasome reconstituted in yeast; S. cerevisiae NALP1/ASC/caspase-1 growth, X-gal OD620, 72 h; inhibition, % at 10 µM; actives 0.61% (n = 280,000); AID 2071; in the data active = inhibition mostly above about 24%, no sharp cut-off; inactive = mostly below about 32%; note: some compounds called inactive have numbers as strong as hits
# MEKK3 PB1 HTS: raises or lowers MEK5 binding to the human MEKK3 PB1 domain | actives 1.4% (n = 290,000) | AID 1529 | bead-based flow cytometry, Alexa488-MEK5 binding to MEKK3; actives lie on both sides; 0 = blocked by unlabeled MEK5, 100 = vehicle | Q99759 | binding response (% of control), % at 10 µM;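 active = binding response more than 3 SD above or below the average of its plate-row segment, actives on both sides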;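 note: Alexa488 bead fluorescence after subtracting the streptavidin-only scavenger bead signal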
# Target sequence (Q99759 whole entry, looked up, the tested form may be a part): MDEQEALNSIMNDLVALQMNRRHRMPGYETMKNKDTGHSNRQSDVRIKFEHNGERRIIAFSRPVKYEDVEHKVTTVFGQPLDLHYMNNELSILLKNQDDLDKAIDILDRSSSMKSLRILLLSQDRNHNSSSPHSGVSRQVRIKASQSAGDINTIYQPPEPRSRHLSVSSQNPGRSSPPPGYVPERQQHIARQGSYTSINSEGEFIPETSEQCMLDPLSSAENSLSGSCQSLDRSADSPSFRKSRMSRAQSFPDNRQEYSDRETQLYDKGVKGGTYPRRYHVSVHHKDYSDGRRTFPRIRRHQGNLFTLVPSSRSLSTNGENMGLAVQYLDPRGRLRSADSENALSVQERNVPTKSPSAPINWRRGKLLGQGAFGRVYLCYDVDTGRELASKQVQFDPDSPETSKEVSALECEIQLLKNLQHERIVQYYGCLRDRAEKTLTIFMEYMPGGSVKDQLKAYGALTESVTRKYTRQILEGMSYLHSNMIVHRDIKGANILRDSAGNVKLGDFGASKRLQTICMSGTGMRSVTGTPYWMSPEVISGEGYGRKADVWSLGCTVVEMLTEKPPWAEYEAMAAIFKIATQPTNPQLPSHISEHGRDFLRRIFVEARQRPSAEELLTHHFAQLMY
# M18AAP inhibitor: blocks P. falciparum M18 aspartyl aminopeptidase | inhibition, % at 7.35 µM | recombinant PfM18AAP, H-Glu-NHMec fluorogenic cleavage | actives 1.2% (n = 290,000);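 active = inhibition above the campaign mean inhibition over all tested compounds plus 3 SD, cut at about 28% in these data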;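 note: 0% = plate median of test compound wells and 100% = 2 mM ZnCl2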
# PHOSPHO1 block: blocks human PHOSPHO1 phosphatase activity; actives 1.1% (n = 290,000); inhibition, % at 13.3 µM; Q8TCT1; recombinant PHOSPHO1, absorbance phosphatase assay; in the data active = inhibition above about 60%
# OXTR ag: activates the human oxytocin receptor; P30559; CHO-OTR cells, Fluo-8 calcium fluorescence; normalized: DMSO 0%, oxytocin 100%; activation, % at 3 µM; actives 0.32% (n = 320,000);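 active = activation above the mean of all tested compounds plus 3 SD, cutoff set per screening run, cut at about 20% in these data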;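 note: peak over basal fluorescence ratio from a 100 s FLIPR kinetic read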
# DNA FID counter: fluorescent intercalator displacement, NS3 helicase counter-screen; DNA fluorescent intercalator displacement, fluorescence; inhibition, % at 7.9 µM; actives 0.17% (n = 290,000); AID 1845; in the data active = inhibition above about 37%;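 note: 0% = vehicle and 100% = reference compound; higher means more ethidium bromide displaced from hairpin DNA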
# GPR7 antagonist: human neuropeptides B/W receptor 1 antagonism. P48145. GPR7-expressing cells, fluorescence antagonist assay. inhibition, % at 4.4 µM. actives 1.1% (n = 290,000). AID 1861; in the data active = inhibition above about 16%, passing the limit was not always enough;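 note: cells stimulated with the agonist NPW; 0% = agonist with vehicle and 100% = vehicle without agonist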
# Target sequence (P48145 whole entry, looked up): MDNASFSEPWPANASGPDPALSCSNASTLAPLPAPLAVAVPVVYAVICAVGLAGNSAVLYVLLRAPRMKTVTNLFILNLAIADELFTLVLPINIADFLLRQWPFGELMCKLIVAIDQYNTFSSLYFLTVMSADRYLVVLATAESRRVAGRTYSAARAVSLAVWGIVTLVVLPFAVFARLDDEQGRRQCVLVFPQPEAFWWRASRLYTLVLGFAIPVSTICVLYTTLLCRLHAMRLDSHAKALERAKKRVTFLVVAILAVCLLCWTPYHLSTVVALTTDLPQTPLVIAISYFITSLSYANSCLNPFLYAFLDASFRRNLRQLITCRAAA
# The depositor's hits bear a star; nt = no result given; [ ] = another dose, or the depositor's remark.
# Sample of the layout:
# Order of results: MEKK2wt PB1 HTS	MEKK2 mut-MEK5	NALP1 yeast inh	MEKK3 PB1 HTS	M18AAP inhibitor	PHOSPHO1 block	OXTR ag	DNA FID counter	GPR7 antagonist
CN(C(=O)COC(=O)CNS(=O)(=O)/C=C/c1ccccc1)C1CCS(=O)(=O)C1 (stereo unspecified)
  96	3	13	99	5	3	-0.8	-1	-11
CCC1(C)Cc2c(sc3nc4n(c(=O)c23)CCS4)CO1 (stereo unspecified)
  101	2	nt	101	-14	40	-0.8	-5	6
CCOc1ccc2nc(N3CCC(C(=O)N4CCN(C5CCCCC5)CC4)CC3)sc2c1
  112	7	25	102	-1	-12	1.2	-1	10
Fc1ccccc1CSc1nnc(Cn2cnc3ccccc32)n1-c1ccccc1
  99	3	20	101	-1	4	0.1	-31	10
CCOC(=O)c1sc(NC(=O)c2ccc3nc[nH]c3c2)nc1C
  101	1	12	101	1	23	-0.4	-13	-11
O=C(NC(=S)Nc1cccc2cnccc12)c1ccccc1
  98	-1	-4	97	2	-78	-1.7	1	-5
Cc1ccc(-n2nnnc2SCC(=O)N2CCc3ccccc3C2)cc1
  100	3	-6	105	8	4	-2.3	-15	-5
O=C(Nc1cccnc1)c1ccc([N+](=O)[O-])cc1Cl
  91	-9	7	100	3	1	0.1	-3	-2
O=C(NC1CCCCCC1)C(=O)NC1CCCC1
  97	-1	14	96	-2	-3	1.2	3	-6
Fc1ccc(-n2ncc3c(SCc4cccnc4)ncnc32)cc1
  113	5	1	105	-2	47	0.3	-4	-3
COC(=O)[C@@]1(C)CC[C@]2(C)CC[C@@]3(C)C(=CC(=O)C4[C@@]5(C)CC[C@H](O)C(C)(C)[C@@H]5CC[C@]43C)[C@H]2C1 (stereo partly specified)
  86	2	nt	95	nt	9	-0.8	nt	nt
CCN(CC)c1nc(C)c(C(=S)Nc2cc([N+](=O)[O-])ccc2Cl)s1
  99	1	4	104	1	-12	3.4	1	-7
CC(=O)CCc1oc2ccc(C)cc2c1Cc1ccccc1
  102	-2	20	103	1	9	-2.0	-19	-8
COc1ccccc1NC(=O)N1CCCC(c2nc3c(nnn3Cc3ccc(C)cc3)c(=O)[nH]2)C1 (stereo unspecified)
  98	4	17	103	-4	0	-0.4	2	8
Cc1ccccc1NC(=O)Cc1nc(COC(=O)CNS(=O)(=O)c2cccc(Br)c2)cs1
  100	-1	3	98	0	3	2.9	-27	-1

# Main list, from the start:
# Order of results: MEKK2wt PB1 HTS	MEKK2 mut-MEK5	NALP1 yeast inh	MEKK3 PB1 HTS	M18AAP inhibitor	PHOSPHO1 block	OXTR ag	DNA FID counter	GPR7 antagonist
CN(C(=O)COC(=O)CNS(=O)(=O)/C=C/c1ccccc1)C1CCS(=O)(=O)C1 (stereo unspecified)
  96	3	13	99	5	3	-0.8	-1	-11
CCC1(C)Cc2c(sc3nc4n(c(=O)c23)CCS4)CO1 (stereo unspecified)
  101	2	nt	101	-14	40	-0.8	-5	6
CCOc1ccc2nc(N3CCC(C(=O)N4CCN(C5CCCCC5)CC4)CC3)sc2c1
  112	7	25	102	-1	-12	1.2	-1	10
Fc1ccccc1CSc1nnc(Cn2cnc3ccccc32)n1-c1ccccc1
  99	3	20	101	-1	4	0.1	-31	10
CCOC(=O)c1sc(NC(=O)c2ccc3nc[nH]c3c2)nc1C
  101	1	12	101	1	23	-0.4	-13	-11
O=C(NC(=S)Nc1cccc2cnccc12)c1ccccc1
  98	-1	-4	97	2	-78	-1.7	1	-5
Cc1ccc(-n2nnnc2SCC(=O)N2CCc3ccccc3C2)cc1
  100	3	-6	105	8	4	-2.3	-15	-5
O=C(Nc1cccnc1)c1ccc([N+](=O)[O-])cc1Cl
  91	-9	7	100	3	1	0.1	-3	-2
O=C(NC1CCCCCC1)C(=O)NC1CCCC1
  97	-1	14	96	-2	-3	1.2	3	-6
Fc1ccc(-n2ncc3c(SCc4cccnc4)ncnc32)cc1
  113	5	1	105	-2	47	0.3	-4	-3
COC(=O)[C@@]1(C)CC[C@]2(C)CC[C@@]3(C)C(=CC(=O)C4[C@@]5(C)CC[C@H](O)C(C)(C)[C@@H]5CC[C@]43C)[C@H]2C1 (stereo partly specified)
  86	2	nt	95	nt	9	-0.8	nt	nt
CCN(CC)c1nc(C)c(C(=S)Nc2cc([N+](=O)[O-])ccc2Cl)s1
  99	1	4	104	1	-12	3.4	1	-7
CC(=O)CCc1oc2ccc(C)cc2c1Cc1ccccc1
  102	-2	20	103	1	9	-2.0	-19	-8
COc1ccccc1NC(=O)N1CCCC(c2nc3c(nnn3Cc3ccc(C)cc3)c(=O)[nH]2)C1 (stereo unspecified)
  98	4	17	103	-4	0	-0.4	2	8
Cc1ccccc1NC(=O)Cc1nc(COC(=O)CNS(=O)(=O)c2cccc(Br)c2)cs1
  100	-1	3	98	0	3	2.9	-27	-1
CCC(NC(=O)NC1=NCCS1)(C(F)(F)F)C(F)(F)F
  111	4	16	107	7	4	-0.9	0	-8
COc1ccccc1CC(=O)Nc1cccc(C)n1
  94	-7	-13	100	1	21	-0.4	-5	-3
Cc1cc(C)c2c(N)c(C(=O)Nc3ccccc3F)sc2n1
  99	0	11	104	1	nt	-1.0	-10	-9
O=C1c2cccc3cccc(c23)C(=O)N1Nc1ccccc1
  95	-7	4	99	-3	25	0.4	-5	5
Cc1ccc(C(=O)N2CCSCC2)cc1
  102	-2	-20	102	9	4	-0.8	0	-3
COc1ccc(C(=O)N2CCNC(=O)C2CC(=O)Nc2cc(Cl)ccc2OC)cc1 (stereo unspecified)
  99	-3	0	99	2	18	1.4	-21	-7
CCOC(=O)CC1CCCCN1Cc1cn(C)nc1-c1ccc2c(c1)OCCO2 (stereo unspecified)
  105	-3	-2	103	-4	16	-0.7	-2	-14
O=C1C(Cl)=C(N2CCCCC2)C(=O)N1Cc1ccccc1
  90	-2	42	93	-9	-8	-2.4	-3	-2
O=C(c1csc2c1CCCC2)N1CCN(c2ccccc2)CC1
  83	-7	5	98	1	-2	-1.5	-28	35*
O=C(CN1C(=O)CSC1=O)Nc1ccc(F)c(F)c1F
  84	-1	3	89	-6	21	-0.1	5	7
O=S(=O)(Nc1ccc(-c2cn3c(n2)SCC3)cc1)c1cccs1
  93	-10	13	104	1	6	0.3	-5	10
CCN(CC)c1cnn(C/C(=N\OC)c2ccc(Cl)cc2)c(=O)c1Br
  104	3	15	104	0	4	-1.9	-17	-3
Cc1ccc(Nc2nc(CSc3nnc(-c4cccs4)o3)cs2)cc1
  97	2	10	103	1	0	-0.4	-4	25
CCCC(=O)N1CCN(c2nc3ccccc3s2)CC1
  101	0	20	100	-17	27	5.2	-21	-8
CCc1ccc(C2=NN(CCC(=O)NC(C)CCc3ccccc3)C(=O)CC2)cc1 (stereo unspecified)
  90	-1	4	99	4	-5	-2.8	-43	-5
O=[N+]([O-])c1cccc(S(=O)(=O)NCc2ccncc2)c1
  96	-3	8	101	-3	32	6.8	2	-15
Cc1nnc(Nc2ccccc2F)s1
  96	0	nt	102	3	37	0.8	1	-13
O=C(CCN1C(=O)C2C3C=CC(C3)C2C1=O)NCCc1ccccc1Cl (stereo unspecified)
  106	2	nt	101	8	40	-0.6	-3	-4
O=C(NC(=O)c1cccc(OC(F)(F)C(F)F)c1)OC1CCS(=O)(=O)C1 (stereo unspecified)
  94	1	24	100	-7	2	0.3	1	-4
CCOc1ccc(C(=O)/C=C/c2ccc(SC)cc2)cc1
  100	-3	-9	105	2	5	0.1	-8	37*
CC(=O)c1c(NCCc2ccccc2)cc(C)oc1=O
  94	-4	20	96	-6	-10	0.0	-9	7
O=C(CSc1ccccc1)Nc1nnc(COc2ccc(Cl)cc2)s1
  88	-3	10	92	20	78*	0.9	3	11
CCN(Cc1ccccc1)C(=O)CN1C(=O)COc2ccc(S(=O)(=O)N3CCCCCC3)cc21
  97	0	13	100	-14	22	-2.9	-46	-2
O=C(N[C@@H](Cc1c[nH]c2ccccc12)C(=O)O)C1CCN(S(=O)(=O)c2ccc(Cl)cc2)CC1
  98	1	-2	100	4	-30	0.8	-22	3
Cc1ccc(Nc2ccccc2N)cc1
  94	-4	-3	95	16	8	-2.2	-6	-6
OCCNc1nc(NCc2ccccc2)c2ccccc2n1
  112	9	3	98	8	nt	1.1	2	-2
CCC1(C)Cc2ccccc2-c2nc3n(c(=O)c21)CCCCC3 (stereo unspecified)
  103	0	-26	101	-1	-1	-1.8	-4	-14
Cc1ccc(C)c(NC(=O)Cc2nc(CCl)cs2)c1
  97	-2	32	100	3	-2	-2.8	-2	4
Cc1nc(C)c(C(=O)NNS(=O)(=O)c2ccc3ccccc3c2)s1
  102	-1	nt	100	10	-12	8.8	-4	-3
COC(=O)c1ccc(OCC(O)CN(CC(C)C)CC(C)C)cc1 (stereo unspecified)
  96	3	-8	97	1	-1	-2.0	-3	-14
O=C(Nc1ccc(Br)cc1)C1CCCN1S(=O)(=O)c1cccs1 (stereo unspecified)
  109	11	-18	111	0	-26	7.7	1	-12
CCn1c(SCC(N)=O)nc2cc(S(=O)(=O)N3CCOCC3)ccc21
  97	-1	-35	103	-10	23	-0.9	-3	-10
CCCNC(=O)c1oc2ccc3c(c2c1C)C(O)CC(C)(C)O3 (stereo unspecified)
  105	-1	16	104	1	39	nt	-31	36
CCN(CC(=O)Nc1c(F)cccc1F)C(=O)CNC(=O)c1cccc(C)c1
  109	12	16	110	-3	18	-0.6	-9	-21
CC(C)Oc1ccc(CCC(=O)N/N=C/c2ccncc2)cc1
  81	-29	23	78	13	24	0.9	-19	4
CC(CCc1ccc(O)cc1)NC1C2CC3CC(C2)CC1C3 (stereo unspecified)
  104	0	22	115	-8	-19	1.6	11	11
Cc1ccccc1-c1ccc(Nc2ccc(C(=O)N3CCOCC3)cc2)nn1
  92	-4	10	79*[inhibitor]	-9	3	0.5	-22	-7
Cc1ccccc1Cn1c(=O)n(CCCC(=O)NCc2ccco2)c(=O)c2sccc21
  95	-1	4	94	-9	-5	-1.4	-35	5
CCOc1ccccc1NC(=O)C(=O)/C=C(\O)c1cc(OC)ccc1OC
  116	3	2	115	-1	14	1.6	-28	-4
COC(=O)CC(NC(=O)Nc1ccc(C)cc1)c1cccc([N+](=O)[O-])c1 (stereo unspecified)
  97	0	9	101	-15	8	-1.3	2	-15
CC1CCCN(c2nc3ccccc3nc2C(C#N)S(=O)(=O)c2ccccc2)C1 (stereo unspecified)
  nt	nt	-2	nt	-2	30	1.7	-6	-11
COc1ccc(Cn2nnnc2C(C(C)C)N(Cc2ccco2)Cc2cccs2)cc1 (stereo unspecified)
  105	4	-6	106	2	22	1.7	-17	-1
CC(=O)c1cccc(N(C(=O)c2ccccn2)C(C(=O)NC2CCCCC2)c2cccs2)c1 (stereo unspecified)
  109	3	19	111	3	-14	0.3	-34	-15
CCCCN(C(=O)/C=C/c1ccco1)c1c(N)n(CCC)c(=O)[nH]c1=O
  102	3	-15	105	-8	3	1.9	0	-3
CCc1nnc(NS(=O)(=O)c2ccc(N=Cc3c(C)[nH]n(-c4ccc(C)cc4)c3=O)cc2)s1
  101	-1	12	104	2	18	-1.1	-12	5
